Screening data deposited in PubChem by National Center for Advancing Translational Sciences (NCATS).
BRCA1 expr up = activators of BRCA1 expression. MCF7-BRCA1-FFLuc reporter, luminescence, 48 h; response scale: scaled: vehicle 0%, 10 µM genistein 100%. Potency, µM (highest dose often 46.1 µM), without a hit: top-dose activation, hits mostly activators. 1.1% of 380,000 active. AID 624202; also: nearly all actives have a fitted effect of over 80% in size; some results filed as inactive show a strong effect at the top dose
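Quantitative HTS in MCF7 cells stably reporting BRCA1 expression via firefly luciferase. Compound treatment lasts 48 h at 37 °C in phenol-red free MEM. Activation is expressed relative to genistein at 10 microM and DMSO.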
FLuc modulator = counter-screen for miR-21 project: firefly luciferase inhibitors or activators | P08659 | purified FLuc, Km substrates, luminescence inhibition | Potency, µM (top dose mostly 57.5 µM), without a hit: at the top dose activity change, negative = inhibition, most hits filed as inhibitors | 6.9% of 360,000 active;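 also: plate controls were vehicle for no effect and reference inhibitor for full effect; nearly all actives have a fitted effect of over 55% in size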
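Purified P. pyralis luciferase, 10 nM final, with Km-level 10 uM D-luciferin and 10 uM ATP in 50 mM Tris acetate pH 7.5, 10 mM Mg acetate, 0.01% Tween-20, 0.05% BSA; 6-point qHTS titration about 60 µM downward; luminescence read.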
VP16 counter = Gal4-VP16 reporter inhibition counter-screen; Drosophila S2 Gal4-VP16 UAS-luciferase, luminescence, 20 h; Potency, µM (doses to about 53.6 µM), without a hit: top-dose activity, negative = inhibition, hits mostly inhibitors; 3.5% of 310,000 active; AID 2546;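 also: Gal4-VP16 expression switched on by copper sulfate through the metallothionein promoter; % is scaled to controls: 0 for no effect and ±100 for the full control effect; nearly all actives have a fitted effect of over 50% in size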
uPA generation = blocks generation of uPA at the cell surface. cell surface uPA generation assay, qHTS. 0.31% of 330,000 active. Potency, µM (titrated, usually from 38.3 µM), inactives show at the top dose activity change, negative = inhibition, hits mostly inhibitors; active = well fitted inhibition curve with a large enough effect; inconclusive = small, poorly fitted or top-dose-only effect; inactive = no such curve, though single readings can be large or run the other way; tested in mouse RAW 264.7 cells; also: % is scaled to controls: 0 for no effect and ±100 for the full control effect; nearly all actives have a fitted effect of over 55% in size
MLL CXXC-DNA inh = blocks binding of human MLL CXXC domain to DNA | Q03164 | MLL-CXXC / FITC-HOXA9 DNA fluorescence polarization | Potency, µM (titrated, usually from 115 µM), inactives show at the highest dose activity change, negative = inhibition, hits mostly inhibitors | 0.037% of 290,000 active | AID 2662; active = well fitted inhibition curve with a large enough effect in the polarisation, with a control signal flat, not every such curve was filed as active; inconclusive = small, poorly fitted or top-dose-only effect, or effect the other way, or a change in a side signal; inactive = no such curve, though single readings can be large or run the other way; the % refers to the polarisation
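Fluorescence polarization: 7 uM MLL-CXXC (stock) preincubated 5 min with compounds, then 50 nM fluorescein-HOX-A9 DNA (stock) added; 30 min ambient. Buffer 50 mM Tris-HCl pH 7.5, 50 mM NaCl, 1 mM DTT, 0.05% BSA.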
RORg inh = blocks mouse ROR gamma transcriptional activity | 5.4% of 310,000 active | Drosophila S2 Gal4-RORgamma UAS-luciferase reporter, 20 h | P51450 | Potency, µM (top dose mostly 53.6 µM), without a hit: top-dose activity change, negative = inhibition, actives largely listed as inhibitors | AID 2551; also: % is scaled to controls: 0 for no effect and ±100 for the full control effect; nearly all actives have a fitted effect of over 60% in size
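Schneider cells (Drosophila), stable Gal4 DBD–ROR gamma + UAS-luc; 1 hr cmpd preincubation; Cu2+ induction 700 uM final; 20 hr ambient; luminescence.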
ELG1 genotox = inducers of genotoxicity in HEK293T ELG1-luciferase cells; HEK293T ELG1-luciferase reporter, luminescence, 16 h; Potency, µM (series often up to 46 µM), inactives show at the highest dose activity change, positive = activation, usual class: activators; 1.3% of 330,000 active; also: % of control where 0% means no effect; nearly all actives have a fitted effect of over 60% in size
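Step 1: seed 2,000 HEK293T ELG1-luciferase cells per well. Step 2: add compound or DMSO, incubate 16 hr at 37 °C. Step 3: ONE-Glo, 30 min at room temperature, read luminescence.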
NPC1 prom act = activators of NPC1 promoter; AID 485313; 2.4% of 320,000 active; Huh7 NPC1 promoter luciferase reporter, 24 h; Potency, µM (highest dose often 9.22 µM), without a hit: top-dose activation, usual class: activators;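 also: % of control where 0% means no effect; nearly all actives have a fitted effect of over 60% in size; reporter is driven by a mutant NPC1 promoter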
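NPC1 promoter–luciferase Huh7 cells; 24 h compound; luminescence.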
MBNL1-CUG inh = blocks human MBNL1 binding to CUG repeat RNA; TR-FRET MBNL1-His/biotin-(CUG)12 binding, 665/545 ratio; Potency, µM (series often up to 57.5 µM), inactives show at the highest dose activity change, negative = inhibition, actives largely listed as inhibitors; 0.036% of 280,000 active; AID 2675; active = well fitted inhibition curve with a large enough effect in the signal ratio, with a control signal flat, not every such curve was filed as active; inconclusive = small, poorly fitted or top-dose-only effect, or effect the other way, or a change in a side signal; inactive = no such curve, though single readings can be large or run the other way; the % refers to the signal ratio; also: % is scaled to controls: 0 for no effect and ±100 for the full control effect
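MBNL1-His + Biotin-(CUG)12, cpd titration 92 nM–58 uM; Tb anti-His Ab 0.055 ng/ul, SA-XL665 5 nM (final); 60 min RT; ratiometric 665/545 nm, Ex 340 nm; normalized to buffer and full-complex controls.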
p53 reactivator = re-activators of mutant p53 | Potency, µM (top dose mostly 92.2 µM), without a hit: at the top dose activity change, positive = activation, usual class: activators | AID 504706 | H1299 p53-A138V BP100-luciferase reporter, luminescence, 24 h | 0.063% of 320,000 active; also: % of control where 0% means no effect; nearly all actives have a fitted effect of over 45% in size
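p53-null H1299 cells stably carrying temperature-sensitive p53-A138V and a BP100-luciferase reporter were pinned with compounds (4-point, 1:5 series) and held 24 hrs at 37 deg C. Luminescence was read 10 min after detection reagent.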
Rab9 promoter act = Rab9 promoter activation | AID 485297 | 2.8% of 320,000 active | Huh7 Rab9 promoter-luciferase reporter, luminescence, 24 h | Potency, µM (titrated, usually from 9.22 µM), for inactives: at the top dose activation, negative = inhibition, usual class: activators; also: % of control where 0% means no effect; nearly all actives have a fitted effect of over 60% in size
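Rab9 promoter-driven luciferase in stably transfected Huh7 cells; 1500 cells/well rested 2 h, exposed to compound in DMSO for 24 h at 37 °C, 5% CO2. Luminescence read 10 min after adding luciferase reagent at ambient temperature.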
* = called active by the depositor; ? = inconclusive; nt = not tested or not shown; & = joins results of further samples; [ ] = remark or other dose. Unless noted, calls follow the shape of the dose curve; as a rule, active = well fitted curve in the direction sought with a large enough effect; inconclusive = small, poorly fitted or top-dose-only effect, or another doubt; inactive = no such curve, though single readings can be large; an effect the other way counts as inactive or inconclusive. Potency is read from the fitted curve at half-maximal effect. Not all compounds are listed; rates above refer to the full screens.

item	SMILES	BRCA1 expr up	FLuc modulator	VP16 counter	uPA generation	MLL CXXC-DNA inh	RORg inh	ELG1 genotox	NPC1 prom act	MBNL1-CUG inh	p53 reactivator	Rab9 promoter act
1	Cc1cc(C)nc(SCC(=O)N2CCOCC2)n1	-6%	-2%	-11%	10%	6%	5%	-1%	-4%	-6%	8%	16%
2	O=C(CN1CCc2ccccc2C1)Nc1ccccc1Cl	-2%	0%	-11%	18%	1%	36%	?	1%	-11%	-35%[inhibitor]	15%
3	COc1cccc(OC)c1C(=O)Nc1sc2c(c1C#N)CCC2	-39%	-5%	-11%	16%	-1%	0%	-4%	12%	90%[activator]	8%	13%
4	COCc1cc(C)nc2sc(C(=O)NC3CCCCC3)c(N)c12	-13%	17µM*	27%	-2%	-11%	?	1%	4%	5%	2%	9%
5	COc1ccc(CCC(=O)NCCOc2ccc(C)cc2)cc1	-8%	0%	0%	16%	?	11%	0%	-1%	-1%	2%	2%[1.84 µM]
6	Cc1cccc(NC(=S)/N=C(\N)Nc2nc(C)c3cc(C)ccc3n2)c1	-44%	?	4.5µM*	-4%	6%	7.1µM*	nt	-3%	-13%	9%	-3%
7	CCCCNC(=O)COc1ccccc1C(=O)c1cc(C#N)c(=O)n(CCOC)c1	-13%	-2%	5%	-3%	9%	0%	-1%	-3%	15%	9%	-3%
8	O=C(CSc1nc2cccnc2n1Cc1ccccc1)NC1CCCCC1	-37%	2%	-7%	9%	0%	-5%	-3%	0%	-9%	-11%	-4%
9	Cc1ncoc1C(=O)NC1CCCc2c1cnn2-c1ccc(C(C)(C)C)cc1 (configuration not stated)	-63%	-23%	nt	?	-8%	nt	9%	-26%	-2%	nt	-34%[inhibitor]
10	O=C1CC(NC(=O)C(F)(F)F)=NN1c1ccccc1	-4%	-11%	-13%	4%	9%	17%	0%	1%	-1%	-2%	-14%
11	Cc1ccc(S(=O)(=O)N2CCCC2C(=O)Nc2cc(C)on2)cc1 (configuration not stated)	8%	3%	0%	7%	0%	-13%	0%	0%	-11%	-4%	-2%
12	CC(C)CCNC(=O)CO/N=C/c1ccccc1OC(F)F	-22%	3%	1%	1%	-2%	-2%	0%	0%	14%	-5%	-1%
13	O=C(CSc1ccc(-c2ccco2)nn1)N1CCCCC1	73%	-17%	-8%	-1%	-2%	9%	0%	8%	?	8%	30%
14	Cc1cc(OCC(=O)OCC(=O)Nc2cccnc2Cl)ccc1Cl	23%	4%	nt	6%	nt	nt	1%	-3%	nt	7%	1%
15	O=C(Cn1nnc(-c2ccccc2F)n1)OCC(=O)c1ccccc1	6%	-1%	?	0%	-12%	-45%	0%	0%	-9%	4%	-1%
16	C=CCSc1nc(C)cc2c1C(=O)OC2	2%	3%	-2%	-1%	-10%	-24%	?	-3%	-7%	-1%	0%
17	COc1cccc(-c2nc(N3CCCC3)c3ccccc3n2)c1O	-38%	15µM*	-14%	1%	-1%	-1%	-5%	1%	nt	2%	-3%
18	N#Cc1ccccc1S(=O)(=O)N1CCN(CC(O)c2ccccc2)CC1 (configuration not stated)	-13%	0%	1%	-2%	3%	1%	-1%	0%	-6%	-2%	0%
19	CC(C)OC(=O)c1cccc(C(=O)O)n1	-15%	0%	-5%	6%	-6%	21%	0%	-6%	?	3%	-1%
20	O=C(CC1Oc2ccccc2NC1=O)NCc1ccc(Cl)cc1 (configuration not stated)	-9%	-1%	6%	-10%	-10%	-16%	-1%	1%	9%	-2%	-7%
21	Cc1oc2cc3oc(=O)c(CCC(=O)NCc4ccccn4)c(C)c3cc2c1C	-1%	?	?	12%	3%	6.3µM*	3%	9%	10%	nt	5%
22	CCOc1ccc(NC(=O)NNC(=O)c2ccc(Cl)cc2Cl)cc1	-7%	-1%	6%	25%	7%	-12%	-3%	-8%	9%	3%	-3%
23	CN(Cc1ccccc1)C(=O)CN1C(=O)c2ccccc2C1=O	-3%	-1%	14%	0%	-1%	-1%[1.91 µM]	0%	-3%	?	nt	-4%
24	COc1cccc(-c2csc(N3CCN(C(=O)C4CCCCC4)CC3)n2)c1	-15%	-19%	8%	1%	3%	?	-9%	-3%	1%	-3%	2%
25	Cc1cn2c(-c3cccnc3)nnc2s1	3%	-1%	-7%	-2%	-1%	12%	0%	-1%	4%	1%	-3%
26	COc1ccccc1OC(=O)c1cc(Cl)nc2ccccc12	-10%	?	-4%[0.365 µM]	-7%	13%	5%	-1%	2%	6%	2%	-10%
27	COc1cccc(/C=c2\s/c(=C\C(=O)C(C)(C)C)[nH]c2=O)c1	-68%	?	?	-6%	7%	10µM*	-8%	-4%	nt	9%	2%
28	COc1ccc(OC)c(S(=O)(=O)N2CCC(C(=O)Nc3cccc(C)c3)CC2)c1	-30%	-1%	0%	11%	9%	22%	-8%	-2%	0%	-3%	0%
29	CCOc1ccc(-c2n[nH]c(=S)n2/N=C/c2cc3c(cc2[N+](=O)[O-])OCO3)cc1	7%	5%	-10%	-4%	1%	-48%[10 µM]	-1%	-1%	nt	4%	-5%
30	COCCn1c(SCC(=O)Nc2c(C)n(C)n(-c3ccccc3)c2=O)nc2ccccc2c1=O	-11%	-1%	nt	4%	nt	nt	0%	-3%	nt	0%	-2%

Further compounds
item	SMILES	BRCA1 expr up	FLuc modulator	VP16 counter	uPA generation	MLL CXXC-DNA inh	RORg inh	ELG1 genotox	NPC1 prom act	MBNL1-CUG inh	p53 reactivator	Rab9 promoter act
31	COc1ccc(C(=O)NC(=S)Nc2cc3oc4ccccc4c3cc2OC)cc1	-13%	-4%	8%	1%	2%	?	2%	-3%	nt	6%	1%
32	C/C=C/c1ccc(O)c(OC)c1	4%	-1%	2%&1%	-27%	-5%	-3%[10 µM]	-18%	-3%	nt	4%	2%
33	COc1ccc(NC(=O)C2Cc3cc(S(=O)(=O)N4CCCCC4)ccc3N2C(C)=O)cc1Cl (configuration not stated)	-34%	0%	0%	-10%	17%	21%	-6%	-3%	6%	-5%	4%
34	Cc1noc(C)c1COC(=O)C1(c2cccc(F)c2)CCCC1	-10%	8%	-3%	8%	5%	-16%	-7%	2%	2%	0%	-9%
35	Nc1ccc(C(=O)N/N=C/c2ccccc2)cc1	?	11µM*	-2%	-5%	2%	11%	?	?	-1%	16%	3.2µM*
36	Cc1c(N(C(=O)c2cnccn2)C2(C(=O)NC3CCCC3)CCCCC2)c(=O)n(-c2ccccc2)n1C	1%	-2%	-9%[10 µM]	1%	6%	27%	4%	-5%	4%	-2%	-8%
37	COc1ccc(-c2cc(C(F)(F)F)n3ncc(C(=O)NCc4ccco4)c3n2)cc1	-14%	5%	-27%	-3%	-2%	-23%	7%	-6%	1%	-1%	-1%
38	O=C(Cn1c(=O)oc2ccccc21)N1CCN(c2ccc(N3CCOCC3)nn2)CC1	0%	-2%	5%	24%	9%	?	1%	5%	20%	9%	-6%
39	COc1ccc(/C=C/C(=O)OCC(=O)c2c[nH]c3ccccc23)cc1	-19%	3%	nt	1%	nt	nt	1%	-1%	nt	0%	-5%
40	COc1ccc(CC(=O)OC(C)CN2CCCC2)cc1 (configuration not stated)	5%	1%	5%	-2%	5%	-16%	1%	-1%	-2%	-3%	1%
41	CCSc1nc2sc3c(c2c(=O)[nH]1)CCCC3	-20%	-5%	-2%	-3%	-1%	24%	5%	-1%	-13%	14%	-3%
42	CN(C)CCCNc1ccc(-c2cc(Nc3cccc(Cl)c3)ncn2)cn1	-37%	-10%	-2%	-4%	7%	-7%	12%	-26%	-15%	-5%	-9%
43	Cn1nc(C(F)(F)F)c2cc(NC(=O)OCc3ccc(F)cc3)sc21	-37%	-2%	-12%	6%	-7%	?	0%	-5%	-10%	2%	-5%
44	COc1ccccc1-c1cc(C(=O)Nc2cccnc2Cl)no1	4%	-1%	-2%	4%	10%	1%	9%	-1%	?	3%	-4%
45	COc1cc(Cl)ccc1OCc1cc(C(=O)N2CCN(C)CC2)no1	15%	0%	2%	-5%	3%	15%	6%	0%	-4%	7%	4%
